# Runt-SMMHC FRET = inhibitors of human RUNX1 Runt domain binding to CBFb-SMMHC; Cerulean-Runt/Venus-CBFb-SMMHC FRET ratio 530/480, 1 h; Q01196+Q13951; 220,000 tested, 0.74% active; inhibition, % at 20 µM;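 active means mean inhibition across duplicate retests at 20 µM reaching about 50%, limit read from the data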;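 further: 0% = DMSO wells and 100% = wells with excess untagged CBFb-SMMHC; inhibitors lower the FRET ratio by blocking Runt binding to CBFb-SMMHC; some results filed as inactive read as strong as hits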
# Target sequence (Q01196 whole entry, looked up, the tested form may be a part): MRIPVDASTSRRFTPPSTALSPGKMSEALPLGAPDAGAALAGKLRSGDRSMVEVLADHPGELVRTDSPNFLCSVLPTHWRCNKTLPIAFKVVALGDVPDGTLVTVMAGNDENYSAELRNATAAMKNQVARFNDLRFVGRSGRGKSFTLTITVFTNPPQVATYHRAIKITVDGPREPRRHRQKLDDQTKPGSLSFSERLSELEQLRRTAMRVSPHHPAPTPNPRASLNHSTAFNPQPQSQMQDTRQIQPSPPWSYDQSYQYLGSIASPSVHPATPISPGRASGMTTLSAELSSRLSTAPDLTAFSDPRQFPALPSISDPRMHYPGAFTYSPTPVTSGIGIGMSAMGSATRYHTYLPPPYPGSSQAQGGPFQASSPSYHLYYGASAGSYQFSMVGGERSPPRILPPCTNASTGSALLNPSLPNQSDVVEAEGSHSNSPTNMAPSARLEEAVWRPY
# Target sequence (Q13951 whole entry, looked up, the tested form may be a part): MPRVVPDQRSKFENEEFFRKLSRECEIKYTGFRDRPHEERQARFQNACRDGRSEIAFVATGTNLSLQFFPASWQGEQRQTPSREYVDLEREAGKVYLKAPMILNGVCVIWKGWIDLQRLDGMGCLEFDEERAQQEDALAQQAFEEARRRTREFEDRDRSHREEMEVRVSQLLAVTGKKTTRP
# Runt-CBFb FRET = Runt domain-CBFb interaction inhibition; Q01196+Q13951; Cerulean-Runt/Venus-CBFb FRET ratio 530/480, 1 h; inhibition, % at 20 µM; 220,000 tested, 0.46% active; AID 1496;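 active means inhibition over about 50% at 20 µM in the single-dose screen, limit read from the data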;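 further: 0% = DMSO wells and 100% = excess unlabeled CBFb competitor control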
#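 Buffer or medium: Tris pH 7.5 buffer with BSA. Assay system: Cerulean-labeled Runt domain protein. Amount: each fluorescent fusion protein 100 nM. Read-out basis: loss of energy transfer signal. Incubation: 1 h compound exposure, room temperature. Probe or stimulus: Venus-CBFb binding partner, 100 nM. Detection: FRET, excitation 422 nm, emission at 530 and 480 nm.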
# RBBP9 inh = inhibitors of human serine hydrolase RBBP9. recombinant RBBP9, FP-Rh probe fluorescence polarization. inhibition, % at 7.94 µM. 220,000 tested, 0.2% active;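 active means inhibition above the campaign mean of all tested compounds plus 3 SD, cut at about 14% in these data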;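 further: plate controls were DMSO wells with RBBP9 for no effect and wells lacking RBBP9 protein for full effect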
# Target sequence (O75884 whole entry, looked up): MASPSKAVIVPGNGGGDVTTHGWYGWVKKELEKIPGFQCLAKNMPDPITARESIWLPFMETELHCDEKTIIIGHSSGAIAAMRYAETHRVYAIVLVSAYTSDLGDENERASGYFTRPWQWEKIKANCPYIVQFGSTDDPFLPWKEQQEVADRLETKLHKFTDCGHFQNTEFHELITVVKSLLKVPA
#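 system = RBBP9 protein | input = RBBP9 at 2.5 µM in dispensed solution, before mixing | measured by = fluorescence polarization (mP), excitation 525 nm, emission 598 nm | incubation = enzyme-compound preincubation 30 min, then probe labeling 45 min, 25 °C | buffer or medium = Tris-NaCl-Pluronic buffer, pH 8.0 | compound = single dose 7.94 µM | also added = FP-Rh probe, 375 nM dispensing solution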
# m-calpain inh = blocks pig calpain II enzyme activity. purified calpain II, fluorogenic peptide substrate, 30 min. inhibition, % at 16 µM. 220,000 tested, 0.37% active;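 active means inhibition above about 50%, limit read from the data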
# p97 ATPase inh = inhibitors of human p97 ATPase; P55072; recombinant p97 ATPase, Kinase-Glo ATP luminescence, 3 h; inhibition, % at 8 µM; 220,000 tested, 0.42% active; in the data active means inhibition above about 15%;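 further: 0% = DMSO vehicle and 100% = wells lacking enzyme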
# NCF1 inh = inhibitors of human p47phox binding; P14598; p47phox/p22phox peptide binding, fluorescence polarization, 2 h; 220,000 tested, 0.53% active; inhibition, % at 24.7 µM; AID 1274;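 active means inhibition above about 30%, limit read from the data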;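 further: 0% = p47phox with labelled peptide and 100% = labelled peptide alone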
# Tb hexokinase = T. brucei hexokinase 1 inhibition. recombinant TbHK1, G6PDH-coupled NADH A340. inhibition, % at 10 µM. 220,000 tested, 0.11% active;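 active means inhibition of 50% or more in the single-dose primary screen; inactive means inhibition below 50%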
# EBV gp42 block = EBV gp42 inhibition | Q1HVG2 | Fluorescence polarization binding assay, mP read-out | inhibition, % (tested at 21.74 µM) | 220,000 tested, 0.42% active; in the data active means inhibition above about 50%
# Target sequence (Q1HVG2 whole entry, looked up): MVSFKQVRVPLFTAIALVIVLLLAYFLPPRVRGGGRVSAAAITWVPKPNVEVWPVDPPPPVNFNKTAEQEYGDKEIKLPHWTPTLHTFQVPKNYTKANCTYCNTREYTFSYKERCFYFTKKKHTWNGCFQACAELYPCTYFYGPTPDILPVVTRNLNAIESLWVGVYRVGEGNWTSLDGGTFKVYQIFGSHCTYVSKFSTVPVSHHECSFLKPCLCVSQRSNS
# Furin inh = blocks human furin protease activity; inhibition, % at 30 µM; purified furin, fluorogenic substrate cleavage; AID 463115; P09958; 220,000 tested, 0.061% active; in the data active means inhibition above about 25%; further: inactives centre near -15
# * marks the source's active call; other numbers are inactive results; i = inactive; nt = not tested or not shown; [ ] = remark or other dose.
SMILES,Runt-SMMHC FRET,Runt-CBFb FRET,RBBP9 inh,m-calpain inh,p97 ATPase inh,NCF1 inh,Tb hexokinase,EBV gp42 block,Furin inh
CCn1c(COc2ccc(OC)cc2)nnc1SCc1nc2ccccc2c(=O)[nH]1,2,1,-9,-13,4,9,-4,3,-31
CCOC(=O)c1c(C)[nH]c(C)c1C(=O)COC(=O)/C=C/c1cccc(F)c1,0,-1,-9,24,-9,-3,-2,2,-14
COc1ccc(C2c3[nH]c4ccccc4c3CCN2C(=O)c2ccc(=O)n(C)n2)c(F)c1 (stereo not given),-5,-1,-4,-57,7,-3,-14,3,-17
CC1CCN(c2nc(-c3ccccc3O)nc3ccccc23)CC1,-7,nt,-5,3,-2,-10,-11,-16,-11[20 µM]
CCCOC(=O)COC(=O)c1ccccc1NC(=O)c1ccccc1,-3,-2,8,7,3,-2,9,2,-2
COc1cccc(N(C(=O)c2cccs2)c2nc3ccccc3s2)c1,-1,0,-4,-171,8,6,-3,5,-28
O=C(N1CCN(c2cccc(Cl)c2)CC1)C1(S(=O)(=O)c2ccc(Cl)cc2)CC1,-2,-2,-7,-7,-3,-13,35,2,-19[20 µM]
Nc1cc2nsnc2cc1Br,-23,nt,-4,25,43*,18,20,50,-4[20 µM]
Fc1ccc(NC(=S)NCCc2ccc(Cl)cc2)cc1,1,-2,-9,10,0,-2,0,-3,-16
CC(=O)Nc1c(O)nc(SCc2ccc(Cl)cc2)[nH]c1=O,-1,2,-9,-6,7,-3,33,-14,-6
COc1cccc(-n2c(CN3CCN(c4ccc(C)cc4)C(C)C3)nc3ccc([N+](=O)[O-])cc3c2=O)c1 (stereo not given),-4,1,-1,-64,2,-2,18,4,8
COCCNC(=S)N1CCC(NC(=O)C23CC4CC(CC(C4)C2)C3)CC1,-1,1,1,-16,-1,0,1,-16,-22
O=C(NCc1ccc(F)cc1)c1ccc(CS(=O)(=O)Cc2ccccc2F)o1,-11,-2,-1,-60,-1,-8,-7,-13,-19
O=C(CN1CCC2(CC1)OCCO2)c1ccc2cc[nH]c2c1,4,0,-6,i,-1,2,-19,-7,-9
O=C(CCc1nnc(-c2ccccc2)o1)NC1CCCCC1,-7,0,-6,-33,1,4,2,-16,-26
CCOC(=O)c1cnc(SCC(=O)N2CCOCC2)nc1N,nt,nt,-2,4,-1,0,-7,-1,-18
O=C(Cc1ccc2c(c1)OCCO2)N1CCN(c2ccccc2)CC1,3,0,9,11,5,-4,-5,-28,-5
Cc1nn(CC(=O)NCCCN2CCOCC2)c(C)c1[N+](=O)[O-],2,1,-6,6,-5,6,3,-5,-16[20 µM]
O=C(Nc1ccc(N2CCCCC2)cc1)c1ccccn1,-1,-1,-12,18,-52,4,-3,-4,-6
CCOC(=O)C(C)Oc1cccc2c(=O)n(CC(=O)N3CCN(C(=O)OCC)CC3)ccc12 (stereo not given),-1,2,-3,-23,-4,6,-15,-26,-12
O=C(C1CCN(Cc2ccc(F)cc2)CC1)N(CCc1ccccc1)Cc1ccccc1,0,-4,-4,23,-4,1,-3,2,-7
Fc1ccc(CSc2nc3ccccc3[nH]2)cc1,1,-2,3,-7,-1,-3,-2,1,-17[20 µM]
OCCN1CCN(c2cc(C(F)(F)F)nc3c(F)cccc23)CC1,-7,4,-8,8,5,11,-29,-9,-12
COc1ccc(OC)c(Nc2nc(-c3ccc(O)c(O)c3)cs2)c1,6,30,-1,-54,6,-31,-2,-1,-10
CC1CCN(C(=O)CSc2nc3cccnc3n2C)CC1,-3,-2,-3,-6,5,-11,3,-13,-8
CCc1nnc(NC(=O)CSc2nnc(COc3ccccc3)n2-c2ccc(C)cc2)s1,-2,-5,-11,-4,3,-12,3,-15,-28
O=S(=O)(c1cccs1)N1CCN(S(=O)(=O)c2cccs2)CC1,-1,-2,-6,-7,2,-2,0,-2,-24
CCN(CCn1cccn1)Cc1nc(Cc2cccc(F)c2)no1,0,1,-9,-25,2,-6,-19,-6,-28
Cc1cccc(N(C)C(=O)CCS(=O)(=O)c2cccc3nonc23)c1,-2,0,-10,-58,4,-8,-1,-14,-24
O=S1(=O)[C@H]2CC3O[C@]2(C[C@@H]3c2ccc(F)cc2)CN1Cc1ccc(Cl)cc1,4,-1,nt,10,nt,-9,1,-12,-33
CC(=C/c1ccccc1)/C=N/n1c(-c2ccncc2)n[nH]c1=S,10,8,-3,-14,0,-8,-1,-5,-15
CCN1C(=O)N/C(=C/c2ccc(Sc3ccc(C)cc3)o2)C1=O,19,5,0,0,2,-3,-4,-17,-21[20 µM]
O=C(O)C1C2C=CC(C2)C1C(=O)Nc1nccs1 (stereo not given),0,3,-2,-6,0,-9,-1,-2,-19[20 µM]
COc1ccc(C(c2nnnn2C(C)(C)C)N2CCN(C)CC2)cc1OC (stereo not given),1,0,-7,9,-4,-20,2,-9,-18
O=C(/C=C/c1ccc[nH]1)c1ccccc1,11,25,-9,-30,1,-18,-4,-18,-11
CCCCCCSC1=C(C#N)C(=O)NC2(CCCCC2)S1,-3,1,-14,-18,2,-6,-10,-4,-5[20 µM]
O=C1OCC(CO)(CO)N=C1NNc1cc(Cl)ccc1Cl,-6,3,-6,-13,3,-5,2,10,-21[20 µM]
O=C(Nc1ccc(N2CCCCCC2)cc1)c1ccccc1Cl,7,8,3,21,6,2,-5,0,-15
O=c1ccc(OCCOc2ccccc2)nn1-c1ccccc1,3,-1,-6,8,0,-24,14,0,-18
COC(=O)c1[nH]nc2c1C(=O)N(C1CCCCC1)C2=O,-1,0,-5,10,3,-10,-2,2,-26
Cc1cc(-c2nnc(SCC(=O)N3C(C)CCCC3C)o2)no1 (stereo not given),2,-1,-5,3,1,-7,3,-4,-19
O=C(CSc1nc2ccccc2o1)Nc1ccc(N2CCOCC2)c(Cl)c1,-2,3,8,-5,3,-4,-1,6,-16[20 µM]
COC(=O)c1nc2cc(C)ccn2c1F,1,-1,3,-29,6,1,0,-4,-23
CCCCn1c(NC(=O)c2ccccc2Cl)c(C#N)c2nc3ccccc3nc21,60*,84*,-10,-303,29*,-12,21,-14,0
CSc1ccc(-c2cc(=O)c3ccccc3o2)cc1,5,0,-1,i,-9,-14,-35,-23,-51[20 µM]
COc1ccccc1CNC(=O)CNCC1CCCO1 (stereo not given),-2,-3,-9,-38,1,0,-3,-10,-17
Fc1cccc(C2CCCCN2Cc2nc(C3CC3)no2)c1 (stereo not given),0,-1,-5,-24,1,-9,-1,-14,-23
Cc1ccc(CNS(=O)(=O)c2ccc3c(c2)OCCO3)cc1,-2,-2,-4,15,2,-5,5,-5,-17

# Reprinted from the part before: 3 entries, then new ones.
SMILES,Runt-SMMHC FRET,Runt-CBFb FRET,RBBP9 inh,m-calpain inh,p97 ATPase inh,NCF1 inh,Tb hexokinase,EBV gp42 block,Furin inh
COc1ccccc1CNC(=O)CNCC1CCCO1 (stereo not given),-2,-3,-9,-38,1,0,-3,-10,-17
Fc1cccc(C2CCCCN2Cc2nc(C3CC3)no2)c1 (stereo not given),0,-1,-5,-24,1,-9,-1,-14,-23
Cc1ccc(CNS(=O)(=O)c2ccc3c(c2)OCCO3)cc1,-2,-2,-4,15,2,-5,5,-5,-17
O=C(C1CCCCC1)N1CCN(C(=O)C2CCCCC2)CC1,0,-2,2,-18,1,1,1,19,-28
O=C(c1cc([N+](=O)[O-])ccc1N1CCOCC1)N1CCOCC1,-37,-2,-10,21,-7,-3,-24,4,6
c1cncc(-c2nc3ccccn3c2Nc2ccc3c(c2)OCCO3)c1,3,2,0,3,6,-4,-9,4,-21
COC(=O)c1cccc(C23CC4(C2)[C@H](CN(Cc2cccnc2)[C@@H]4c2ccccc2)C3c2ccc(Cl)nc2)c1 (stereo not given in full),1,0,nt,-16,nt,-47,-12,-14,-32
CCOc1ccc(NCc2nnc(SCC(=O)Nc3nc(-c4ccccc4)cs3)n2-c2ccccc2)cc1,6,-1,-16,-6,0,-9,28,1,-9
COc1ccc(S(=O)(=O)N2CCOCC2)cc1C(=O)Nc1cc(C)on1,-2,0,1,-20,2,-5,0,1,-17[20 µM]
CCN1CCN(C(=O)Nc2cc(Cl)ccc2OC)CC1,-1,-1,-3,-15,1,-8,0,-2,-17
O=C(CSc1ccc(-c2ccncc2)nn1)N1CCN(c2ccccc2)CC1,-1,-2,0,-14,0,2,-3,0,5
Cc1ccc(C)c(OCC(=O)N/N=C/c2ccsc2)c1,-5,-3,2,-46,-3,-10,3,-16,-21[20 µM]
Cc1cc(CNC(=O)Cn2nc(C)c([N+](=O)[O-])c2C)c2ccccc2n1,0,0,-6,-1,6,-5,0,-12,-33
COc1ccc(-c2nsc(SCC(=O)Nc3cc(C)on3)n2)cc1,8,20,1,-20,4,1,0,-18,-13[20 µM]
COc1cc(/C=C2\CCc3ccccc3C2=O)cc(OC)c1OC,3,0,-3,-7,-1,-10,-11,7,-17
NC(=O)c1nnn(-c2nonc2N)c1-c1ccc([N+](=O)[O-])cc1,-4,1,-5,-27,4,1,5,-1,-27
O=C1/C(=C/c2cccnc2)CCc2c1[nH]c1ccccc21,-7,-3,-8,-189,-6,-3,-22,-14,-9
O=C1C2CCC(C(O)C2)N1Cc1ccccc1 (stereo not given),-1,-2,-2,22,3,-6,-6,-9,-20
COC(=O)/C=C\C(=O)Nc1cccc([N+](=O)[O-])c1,56*,37,-5,-6,3,17,0,-25,-8
COC(=O)c1ccccc1NC(=O)Cn1c(=O)oc2ccc(Cl)cc21,-1,0,0,23,-4,-14,-10,-1,-5[20 µM]
O=C(N/N=C/c1cccs1)/C(=C/c1ccccc1)NC(=O)c1ccccc1,7,0,-1,24,-2,-18,-37,-1,5
CCN(CC)C(=O)Cn1c(=O)c2ccccc2n2c(=S)sc(-c3cccc(C)c3)c12,-16,36,0,6,4,-73,-12,-65,-15
N#Cc1nc(-c2ccco2)oc1N1CCN(c2cccc(Cl)c2)CC1,-3,0,-9,15,2,-12,-6,-18,-27[20 µM]
CC1=CC(C)(C)N(C(=O)CSc2ncn[nH]2)c2ccc(C)cc21,-2,10,-3,3,-8,-12,-4,-12,-17[20 µM]
C/C(=N/NC(=O)CNC(=O)c1cccnc1)c1cccc([N+](=O)[O-])c1,-3,nt,-8,9,-1,-5,0,-7,-15
COC(=O)c1cc(NC(=O)CSc2nc(C)cc(=O)[nH]2)cc(C(=O)OC)c1,-7,0,-1,1,3,3,1,-6,-9[20 µM]
COc1ccccc1N1CCN(C2CCN(C(=O)c3cccc(F)c3)CC2)CC1,1,0,-6,8,-3,0,23,7,-7
COCCCn1c(SCC(=O)N2CCc3ccccc32)nnc1-c1ccco1,6,1,-2,7,-2,2,-6,-10,-13[20 µM]
C[C@]1(C(=O)O)C=C[C@@H](Cc2ccccc2)N1C(=O)c1ccccc1,-1,-1,-7,0,4,6,1,-9,-9
C/C(Cc1ccccc1)=N\NC(=O)CNC(=O)c1cccc(Cl)c1,-6,0,21*,9,5,1,-2,-16,-15
O=C(NCCN1CCOCC1)c1cc2cc(Br)ccc2oc1=O,-4,2,-3,-3,-3,-9,38,6,-6[20 µM]

# Whole records as entered above. Order of screens: Runt-SMMHC FRET	Runt-CBFb FRET	RBBP9 inh	m-calpain inh	p97 ATPase inh	NCF1 inh	Tb hexokinase	EBV gp42 block	Furin inh
# C/C(Cc1ccccc1)=N\NC(=O)CNC(=O)c1cccc(Cl)c1 is listed as -6	0	21*	9	5	1	-2	-16	-15
# COCCCn1c(SCC(=O)N2CCc3ccccc32)nnc1-c1ccco1 is listed as 6	1	-2	7	-2	2	-6	-10	-13[20 µM]

# Screens deposited in PubChem by several laboratories.
